14-3-3g Raf: modulators of human 14-3-3 gamma - Raf peptide interaction. P61981. FP, 14-3-3gamma / TMR-pS259-Raf peptide binding. inhibition, % at 40 µM. 160,000 compounds, 0.19% hits. AID 422; in the data active = inhibition above about 30%;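 also: 0% = protein plus tracer without compound and 100% = blank with tracer alone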
Target sequence (P61981 whole entry, looked up): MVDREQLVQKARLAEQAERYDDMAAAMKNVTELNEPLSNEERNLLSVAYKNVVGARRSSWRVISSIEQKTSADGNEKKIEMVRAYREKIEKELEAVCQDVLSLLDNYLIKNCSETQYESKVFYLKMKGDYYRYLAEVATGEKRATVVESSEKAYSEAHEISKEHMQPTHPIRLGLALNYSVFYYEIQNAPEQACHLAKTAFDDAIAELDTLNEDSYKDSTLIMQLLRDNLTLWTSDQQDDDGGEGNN
* = called active by the depositor; & = joins results of further samples. A portion of the library. The share of hits here may be higher or lower than overall.

14-3-3g Raf,Compound
-20,COc1ccc(NS(=O)(=O)c2ccc(Cl)cc2)cc1
-5,CCOc1ccc(C(C)=O)cc1COc1ccc(-n2cnnn2)cc1
-3,O=C(O)CCC(=O)N1CCc2cc(S(=O)(=O)NCc3cccs3)ccc21
9,Cc1ccc(NC(=O)C2C3C=CC4(O3)C2C(=O)N(C2CCCCC2)C4C(=O)NC2CCCCC2)cc1Cl (centres undefined)
-20,O=C(CCCOc1ccc(Cl)cc1)NCCc1nc2ccccc2[nH]1
4,COc1ccc(N(CC(=O)NCc2cccs2)S(=O)(=O)c2c(C)nn(C)c2C)cc1
-1,COc1cccc(C(=O)Nc2nc3ccc(S(C)(=O)=O)cc3s2)c1
0,CC(C)C(=O)Nc1c(C(=O)c2ccc(F)cc2)oc2ccccc12
2,CC(=O)Nc1cccc(NC(=O)CSc2nnc(Cc3cccn3C)n2-c2ccc(F)cc2)c1
-2,O=C(COC(=O)c1ccccc1Br)c1ccc([N+](=O)[O-])cc1
0,Cc1ccc(C2CC(c3ccc(F)cc3)Nc3nc(N)nn32)cc1 (centres undefined)
-5,COc1ccc(Cl)cc1NC(=O)CCN1C(=O)C2C3CCC(C3)C2C1=O (centres undefined)
-2,Cc1onc(-c2ccccc2)c1C(=O)Nc1ccc(-c2nnc3n2CCCCC3)cc1
-5,CCOc1ccc2[nH]c(C)c(CN3CCCC3)c(=O)c2c1
-1,CCN(Cc1ccccc1)C(=O)c1cc2c(=O)oc3ccccc3c2s1
-7,CCOC(=O)c1cc2c(=O)n3ccccc3nc2n(CC2CCCO2)c1=NC(=O)C(C)Oc1ccccc1 (centres undefined)
-12,O=C(Cc1cccs1)NCCSc1c(-c2ccccc2)[nH]c2ccccc12
-6,O=C(NCc1ccco1)c1ccc2c(=O)n(CC3CCCO3)c(SCc3cccc([N+](=O)[O-])c3)nc2c1 (centres undefined)
-4,C=CCn1c(SCCC(=O)O)nc2c1c(=O)n(C)c(=O)n2C
-5,CCOC(=O)c1c(-c2cccs2)csc1NC(=O)CN1CCOCC1
-2,Cn1c(Cn2c(=O)sc3ccccc32)nnc1SCC(=O)N1CCOCC1
2,Cc1cccc(NC(=O)c2cc(S(=O)(=O)NC3CCCCCC3)ccc2F)c1C
-13,CCCCCCSc1nc(N)c2c3c(sc2n1)COC(C(C)C)C3 (centres undefined)
-15,COc1ccc(OC)c(C2C(C(C)=O)=C(O)C(=O)N2CCN(C)C)c1 (centres undefined)
7,Cc1ccc(N2C(=O)C(Cl)=C(NCCc3ccccc3)C2=O)c(C)c1
-10,CCc1ccc(OCc2nc(-c3ccc(C)cc3)no2)cc1
-1,COc1ccc(N2C(=O)Nc3ccc(Br)cc3C2(O)C(=O)NCc2ccc(C)cc2)c(OC)c1 (centres undefined)
-16,Oc1cc(N=CC=Cc2cccc(Br)c2)ccc1-c1nc2ccccc2o1
-3,O=C(Nc1cccnc1)c1ccc2snnc2c1
3,COc1ccc(C(CNC(=O)c2cc(C)oc2C)N2CCOCC2)cc1 (centres undefined)
-9,COc1cc2[nH]c(=S)nc(Nc3ccc(NC(C)=O)cc3)c2cc1OC
4,CCOc1ccc(-c2nnc(-c3cccnc3)o2)cc1OCC
-2,CC(=O)N1CCc2cc(S(=O)(=O)NC(C(=O)Nc3ccc(Br)cc3)C(C)C)ccc21 (centres undefined)
2,CCSC(SCC)[C@H](O)[C@@H](O)[C@H](O)[C@H](O)CO
-10,CCN(CC)c1cc(C)c2cc(NC(=O)c3ccc(OC)cc3OC)ccc2n1
6,CCCc1cc(=O)[nH]c(SCc2cc(C(=O)OC)c(C)o2)n1
-1,COc1ccc(S(=O)(=O)N(CC(=O)N2CCC(C)CC2)c2ccc(C)cc2)cc1OC
-5,CCc1nnc(NC(=O)COc2ccc(Cl)cc2)s1
2,COc1ccc(S(=O)(=O)N(C)c2c(C)n(C)n(-c3ccccc3)c2=O)cc1OC
-12,N#Cc1cn(CC(=O)N2CCCC2)c2ccccc12
-7,C=CCN1C(=O)OC(C)(CCC=C(C)C)C1(C)O (centres undefined)
-2,CC(C)(C)c1ccccc1OCC(=O)Nc1nc(-c2ccccc2)cs1
-3,CCOC(=O)c1c(NC(=O)CC)sc2c1CCC(C)C2 (centres undefined)
-4,COc1ccc(C(=O)c2c(C)oc3ccc(O)c(CN4CCOCC4)c23)cc1
-2,COc1ccc(CNC(=O)c2ccc3c(c2)N(Cc2ccccc2Cl)C(=O)CS3)cc1
-1,O=C1c2ccc(Br)cc2C(=O)N1c1cccc(C(F)(F)F)c1
4,S=c1nc2[nH]c3ccc(Br)cc3c2n[nH]1
-6,O=C(NC1CCCCCC1)c1c(O)c2ccccc2[nH]c1=O
-6,O=C1NCCCC2c3c(cc(Br)c(O)c3Br)OC12N1CCOCC1 (centres undefined)
-2,Cc1c(C)n(CC(O)CNCCO)c2ccccc12 (centres undefined)

The list continues.
14-3-3g Raf,Compound
-1,O=C(O)C1CC(=O)N(C2CCCC2)C1 (centres undefined)
-1,CCCn1c2c(c(O)c(C(=O)Nc3ccc(OCC)cc3)c1=O)CCCC2
3,CCCCC(C(=O)O)N1C(=O)c2ccc(C(=O)O)cc2C1=O (centres undefined)
-52,O=C(Nc1ccc2oc(-c3ccncc3)nc2c1)c1ccc(-c2ccc(Cl)cc2)o1
3,CN1CSC2=C(C#N)C(c3cccc(OCc4ccccc4)c3)CC(=O)N2C1 (centres undefined)
0,CC(C)(OC=O)C1CCC2(C)OC(=O)N(Cc3ccccn3)C12C (centres undefined)
-5,COc1ccc(C(=O)N(CN2CCCC2=O)c2ccc(C)cc2)cc1
1,CC(C)CNS(=O)(=O)c1ccc(CCC(=O)Nc2ccc3c(c2)OCO3)cc1
-6,COc1ccc(C)cc1S(=O)(=O)N(C)CC(=O)N1CCCCCC1
-24,O=C(Nc1ccc([N+](=O)[O-])cc1)c1cc2cc([N+](=O)[O-])ccc2o1
3&-12,Cc1ccc(Cn2ccc(NC(=O)c3cc(-c4ccc(Br)cc4)on3)n2)cc1
5,CCOC(=O)c1cc2c(=O)n3ccccc3nc2n(C(C)C)c1=NC(=O)c1ccc(C)c([N+](=O)[O-])c1
-26,C=CCN1C(=O)C(O)(CC(=O)c2ccc3c4c(cccc24)CC3)c2ccccc21 (centres undefined)
5,CCOC(=O)CSc1nc2c(cc1C#N)CCCC2
3,Cc1nc(Cl)c(C(=O)NCCC(C)C)c(C)c1[N+](=O)[O-]
0,CC(C)(C)n1ncc2c(=O)n(CC(=O)Nc3ccccc3)cnc21
-3,COC(=O)c1ccc(Oc2ccc(C#N)cc2)cc1
3,COCc1cc(C)nc(SCC(=O)Nc2ccc(C(C)=O)cc2)c1C#N
-5,Cn1c2c(c3cc(Oc4ccccc4)ccc31)CCCC2=O
0,CCC(=O)N1N=C(C(F)(F)F)CC1(O)c1ccc(F)cc1 (centres undefined)
-7,CCCCNC(=O)NS(=O)(=O)c1ccc(C(=O)OC(C)C)o1
15,CCN1CCN(CC(=O)Nc2cc(F)ccc2C)CC1
-3,Cc1ccc(Nc2c(-c3ccccn3)nc3cc(C)ccn23)cc1
-2,CC(=O)CC(C)(C)S(=O)(=O)c1ccc(C)c(C)c1
-10,CC(=O)NCCNC(=O)CCn1c(=S)[nH]c2cc3c(cc2c1=O)OCO3
4,CCC(=O)Nc1ccc(-c2cc(-c3ccc(NC(=O)CC)cc3)nc(-c3ccccc3)n2)cc1
4,Cc1ccc(C23CC4CC(CC(C(=O)CN5C(=O)c6ccccc6C5=O)(C4)C2)C3)cc1
11,CCCOc1ccc(/C(O)=C2/C(=O)C(=O)N(CCN(C)C)C2c2ccc(OC)c(OC)c2)cc1 (centres undefined)
0,CCOC(=O)c1cc(-c2ccc(I)cc2)nc2ccccc12
6,CCOC(=O)c1cccc(NC(=O)CSc2nnc(C3CCCCC3)n2C)c1
2,CCOC(=O)C(C)(C)N(Cc1cccc(C)c1)S(=O)(=O)c1ccc([N+](=O)[O-])cc1
-3,CCc1ccc(N2CC(C(=O)OCC(=O)NC3CCS(=O)(=O)C3)CC2=O)cc1 (centres undefined)
1,COc1ccc(NC(=O)C2CCN(S(=O)(=O)c3ccc(OC)c(OC)c3)CC2)cc1Cl
-2&13,CCNc1nc2c(c(=O)[nH]c(=O)n2C)n1Cc1ccc(F)cc1
-2,CCN(CC)S(=O)(=O)c1ccc(C(=O)Nc2nc3c(s2)CCCC3)cc1
-4,COc1ccc(CNC(=O)CCn2c(=O)c3sccc3n(Cc3ccccc3F)c2=O)cc1
-7,COc1ccc(NC(=O)c2cc3n(n2)C(C(F)(F)F)CC(c2ccc(C)cc2)N3)cc1Cl (centres undefined)
-1,Cc1nc(NCCNC(=O)c2ccco2)c2c(C)c(C)sc2n1
-1,CC(=O)c1ccc(OCC(O)CN2CCC(C)CC2)cc1 (centres undefined)
-8,O=c1oc2ccc3ccccc3c2cc1-c1nc(-c2ccccc2)cs1
-3,O=C1C(=O)N(Cc2ccccc2)c2ccc(Cl)cc21
-5,COc1ccc(-c2coc3c(C)c4oc(=O)c5c(c4cc23)CCC5)cc1
-1,COc1ccccc1-n1c(N)cc(=O)nc1SCC(=O)Nc1cc(C)on1
-4,CCOC(=O)c1c(NC(=O)c2cc(OC)c(OC)c(OC)c2Br)sc2c1CCC2
-6,COc1cc(C=Nc2ccc(-c3ccc(N=Cc4cc(OC)cc([N+](=O)[O-])c4O)cc3)cc2)c(O)c([N+](=O)[O-])c1
-2,COc1ccc(N2C(=O)CCC(C(=O)N3CCOCC3)C2c2ccc(OC)c(OC)c2)cc1 (centres undefined)
-6,O=C(NCC1CCCO1)c1oc(=O)c2ccccc2c1-c1ccccc1 (centres undefined)
-10,CCN(CC)S(=O)(=O)c1ccc(O)c(C(=O)OCC(=O)N(C)Cc2ccccc2)c1
5&-3,Cc1ccc(-c2ccc(=O)n(CCC(=O)NCCN3CCCCC3C)n2)cc1 (centres undefined)
-15,O=C(C1CCCN(S(=O)(=O)c2cccs2)C1)N1CCN(C(c2ccccc2)c2ccc(Cl)cc2)CC1 (centres undefined)

Remaining list, next part
14-3-3g Raf,Compound
-17,NC(=S)c1cc2ccccc2oc1=O
-9,COc1ccc(S(=O)(=O)N2CCCN(CC(=O)Nc3ccc4c(c3)OCO4)CC2)cc1
1,CCOC(=O)C1=C(CC)NC2=C(C(=O)CC(C)(C)C2)C1c1cc(OC)ccc1OC (centres undefined)
5,O=C(O)c1cccc([N+](=O)[O-])c1C(=O)Nc1ccc([N+](=O)[O-])cc1
-54,CCCOc1cccc(C(=O)Nc2cccc(-c3nc4cc(C)ccc4o3)c2C)c1
2,CCOC(=O)c1cnc2cc(C(F)(F)F)ccc2c1Nc1cccc(Cl)c1
-4,CCC1(CC)OC(C2CCCCC2)Nc2ccccc21 (centres undefined)
-1,O=c1c2sccc2nc(SCc2cc(=O)n3ccccc3n2)n1CCCN1CCCCC1
-5,CCOc1ccc(NC(=O)C2CCCN(S(=O)(=O)c3c(C)n[nH]c3C)C2)cc1 (centres undefined)
0,CSc1nc2c(c(=O)[nH]c(=O)n2C)n1CCCc1ccccc1
0,CCOC(=O)N1CCC(NC(=O)CNS(=O)(=O)c2ccc(Br)s2)CC1
-4,COc1ccc(-c2nc3c(c(SCC(=O)N4CCOCC4)n2)COC(C)(C)C3)cc1
4,CCOc1cc(C2C(C(=O)OCc3ccc(OC)cc3)=C(C)NC3=C2C(=O)CCC3)cc(Cl)c1O (centres undefined)
-10,COc1ccc(-c2nnc(SCC(N)=O)n2N)cc1
-12,CCOc1ccc(Nc2nc(CC(=O)OC)cc(=O)[nH]2)cc1
5,COC(=O)c1sc(-c2ccccc2)cc1NC(=O)c1ccc(S(=O)(=O)N2CCOCC2)cc1
-7,Cc1ccc2c(c1)NC(=O)C(CC(=O)NCCCN1CCc3ccccc3C1)O2 (centres undefined)
-3,CCOC(=O)c1nnn(-c2ccc(C(F)(F)F)cc2[N+](=O)[O-])c1C
-1,Brc1ccc(Oc2nsnc2N2CCOCC2)cc1
-6,c1cncc(-c2nc(Oc3ccc(-c4nnco4)cc3)c3c4c(sc3n2)CCCC4)c1

Continued; the last 2 above are carried over.
14-3-3g Raf,Compound
-1,Brc1ccc(Oc2nsnc2N2CCOCC2)cc1
-6,c1cncc(-c2nc(Oc3ccc(-c4nnco4)cc3)c3c4c(sc3n2)CCCC4)c1
0,Cc1cccc(N2CCN(C(=O)c3ccc(N4CC5CC(C4)c4cccc(=O)n4C5)c(N)c3)CC2C)c1 (centres undefined)
-4,C=C(C)CC1(NC(C)c2ccccc2)CCCCC1 (centres undefined)
-7,O=C(NCCC1=CCCCC1)c1ccc(CN2CCOCC2)cc1
6,O=C(NCCc1ccccc1)c1cc(=O)[nH]c2ccc(S(=O)(=O)N3CCOCC3)cc12
2,O=C(CN1C(=O)c2ccccc2C1=O)Nc1ccccc1C(=O)NC1CCCCC1

Structures from the list above containing a Cl atom (15):
14-3-3g Raf,Compound
-20,COc1ccc(NS(=O)(=O)c2ccc(Cl)cc2)cc1
9,Cc1ccc(NC(=O)C2C3C=CC4(O3)C2C(=O)N(C2CCCCC2)C4C(=O)NC2CCCCC2)cc1Cl (centres undefined)
-20,O=C(CCCOc1ccc(Cl)cc1)NCCc1nc2ccccc2[nH]1
-5,COc1ccc(Cl)cc1NC(=O)CCN1C(=O)C2C3CCC(C3)C2C1=O (centres undefined)
7,Cc1ccc(N2C(=O)C(Cl)=C(NCCc3ccccc3)C2=O)c(C)c1
-5,CCc1nnc(NC(=O)COc2ccc(Cl)cc2)s1
-2,COc1ccc(CNC(=O)c2ccc3c(c2)N(Cc2ccccc2Cl)C(=O)CS3)cc1
-52,O=C(Nc1ccc2oc(-c3ccncc3)nc2c1)c1ccc(-c2ccc(Cl)cc2)o1
3,Cc1nc(Cl)c(C(=O)NCCC(C)C)c(C)c1[N+](=O)[O-]
1,COc1ccc(NC(=O)C2CCN(S(=O)(=O)c3ccc(OC)c(OC)c3)CC2)cc1Cl
-7,COc1ccc(NC(=O)c2cc3n(n2)C(C(F)(F)F)CC(c2ccc(C)cc2)N3)cc1Cl (centres undefined)
-3,O=C1C(=O)N(Cc2ccccc2)c2ccc(Cl)cc21
-15,O=C(C1CCCN(S(=O)(=O)c2cccs2)C1)N1CCN(C(c2ccccc2)c2ccc(Cl)cc2)CC1 (centres undefined)
2,CCOC(=O)c1cnc2cc(C(F)(F)F)ccc2c1Nc1cccc(Cl)c1
4,CCOc1cc(C2C(C(=O)OCc3ccc(OC)cc3)=C(C)NC3=C2C(=O)CCC3)cc(Cl)c1O (centres undefined)
